TDP1 block = qHTS Assay for Inhibitors of Tyrosyl-DNA Phosphodiesterase (TDP1). Tyrosyl-DNA phosphodiesterase 1 (Homo sapiens), Q9NUW8. recombinant TDP1, AlphaScreen DNA substrate cleavage. Potency, µM (doses to about 130 µM), for inactives: at the highest dose activity change, negative = inhibition, actives largely listed as inhibitors. 350,000 tested, 0.28% active; further: nearly all actives have a fitted effect of over 40% in size
Target sequence (Q9NUW8 whole entry, looked up): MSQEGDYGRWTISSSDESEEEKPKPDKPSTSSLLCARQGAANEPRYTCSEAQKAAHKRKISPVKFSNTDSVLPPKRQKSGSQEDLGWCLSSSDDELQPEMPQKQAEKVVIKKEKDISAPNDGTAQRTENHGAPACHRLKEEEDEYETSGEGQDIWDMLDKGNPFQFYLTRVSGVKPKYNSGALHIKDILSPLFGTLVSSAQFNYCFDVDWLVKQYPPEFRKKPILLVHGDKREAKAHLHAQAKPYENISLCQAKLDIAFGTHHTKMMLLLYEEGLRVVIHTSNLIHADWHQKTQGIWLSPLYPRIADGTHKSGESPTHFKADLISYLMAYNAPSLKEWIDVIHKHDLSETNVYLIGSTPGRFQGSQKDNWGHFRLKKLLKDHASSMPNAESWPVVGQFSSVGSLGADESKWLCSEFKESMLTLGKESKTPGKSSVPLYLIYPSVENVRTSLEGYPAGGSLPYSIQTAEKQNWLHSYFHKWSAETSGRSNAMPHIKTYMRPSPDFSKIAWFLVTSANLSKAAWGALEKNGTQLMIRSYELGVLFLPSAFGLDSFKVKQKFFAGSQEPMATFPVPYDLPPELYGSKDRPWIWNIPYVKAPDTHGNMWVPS
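Here, a 5' biotin and 3' phosphotyrosine-FITC DNA oligonucleotide reports Tdp1 activity: intact substrate bridges AlphaScreen beads, while cleavage leaves a 3' phosphate and drops signal. All incubations at room temperature.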
N370S GC = qHTS Assay for Inhibitors and Activators of N370S glucocerebrosidase as a Potential Chaperone Treatment of Gaucher Disease | N370S GC spleen homogenate, 4MU-glucoside fluorescence | Potency, µM (highest dose often 59.4 µM), without a hit: at the top dose activity change, negative = inhibition, actives largely listed as inhibitors | 330,000 tested, 0.092% active;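 further: 0% = full enzyme activity and -100% = no enzyme basal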
TDP1 cell noCPT = qHTS for Inhibitors of human tyrosyl-DNA phosphodiesterase 1 (TDP1): qHTS in cells in absence of CPT. DT40 Tdp1-/- hTDP1 cells, no CPT, ATP luminescence, 48 h. Potency, µM (top dose mostly 46.2 µM), without a hit: at the top dose activity change, negative = growth inhibition, most hits filed as inhibitors. 420,000 tested, 15% active. AID 686978, 2013; further: nearly all actives have a fitted effect of over 55% in size
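Camptothecin absent (DMSO only). Human TDP1-complemented DT40 knockout cells, 400 cells/well, 37 °C for minimum 48 hr; ATP measured via CellTiter-Glo, 30 min dark incubation, luminescence.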
* = called active by the depositor; [ ] = dose if it differs, or a comment. The call rests on the fitted dose curve; in most records, active means well fitted curve in the direction sought with a large enough effect; inconclusive means small, poorly fitted or top-dose-only effect, or another doubt; inactive means no such curve, though single readings can be large; an effect the other way counts as inactive or inconclusive. Unless noted, on the % scale 0 is the no-effect control and ±100 the full control effect; potency means the concentration at half of the fitted maximal effect. The list is partial, so the mix of outcomes need not match the whole.

Results for C=CCC(CC=C)(NC(=O)c1cccc(C)c1)c1ccccc1 ?
TDP1 block: 2%; N370S GC: -1%; TDP1 cell noCPT: -25%

What do the screens show for `CCc1cccc(C)c1NC(=O)Cn1c(=O)n(-c2cccc(C)c2)c(=O)c2c1c1cc(C)ccc1n2C`?
TDP1 block: 3%; TDP1 cell noCPT: -13%

Results for O=C(Nc1ccc2oc(-c3ccncc3)nc2c1)c1ccc(Br)o1 ?
N370S GC: -5%; TDP1 cell noCPT: -12%

Results for Cc1ccc(/C=C2\SC(N3CCCCC3)=NC2=O)cc1 ?
N370S GC: -1%; TDP1 cell noCPT: inconclusive

Results for O=C(Nc1ccccc1N1CCCC1)c1ccc(Br)o1 ?
TDP1 block: 0%; N370S GC: 24%; TDP1 cell noCPT: inconclusive

What do the screens show for `CCOC(=O)c1cc(-c2ccc(F)cc2)n(CC(=O)NC2CCCCC2)c1C`?
TDP1 block: 2%; TDP1 cell noCPT: inconclusive

How did CN(Cc1ccccc1)C(=O)c1cccc(NC(=O)C2CCCN(C(=O)OC(C)(C)C)C2)c1 (configuration not stated) do in these assays?
TDP1 block: 1%; TDP1 cell noCPT: 16µM*

How did Cc1ccc(C(=O)n2nc(C)c(S(=O)(=O)N3CCOCC3)c2C)cc1C do in these assays?
TDP1 block: 1%; TDP1 cell noCPT: inconclusive

How did Cc1ccccc1OCC(O)CN1CCN(c2ccccn2)CC1 (configuration not stated) do in these assays?
TDP1 block: 0%; N370S GC: 8%; TDP1 cell noCPT: -1%

What do the screens show for `COc1ccccc1NC(=O)CN1C(=O)CC(C)S(=O)(=O)c2ccccc21` (configuration not stated)?
TDP1 block: 2%; N370S GC: -18%; TDP1 cell noCPT: -4%

What do the screens show for `O=C(CSc1nc(Nc2ccccc2)nc(N2CCOCC2)n1)N1CCCC1`?
TDP1 block: 2%; N370S GC: -7%; TDP1 cell noCPT: 21µM*

Results for Clc1cccc(CSc2nc3ccncc3[nH]2)c1 ?
TDP1 block: 3%; N370S GC: -10%; TDP1 cell noCPT: inconclusive

Results for CCN(C[C@H]1N[C@@](C)(C(=O)OC)[C@H]2C(=O)N(Cc3ccccc3)C(=O)[C@@H]12)C(=O)c1ccc(C(C)(C)C)cc1 ?
TDP1 block: 3%; TDP1 cell noCPT: 16µM*

Results for O=C(Nc1ccc(F)cc1F)c1cc2ccccc2oc1=O ?
TDP1 block: 6%; N370S GC: 2%; TDP1 cell noCPT: inconclusive

Results for C#CC[N+](C)(C)C(C#Cc1ccccc1)CC=C (configuration not stated) ?
TDP1 block: 2%; N370S GC: 3%; TDP1 cell noCPT: 18µM*

What do the screens show for `COc1ccc(C(O)(C(C)C)C(CN2CCOCC2)c2ccc(Cl)cc2)cc1` (configuration not stated)?
N370S GC: -4%; TDP1 cell noCPT: 18µM*

How did CCN(CC)C(=O)c1c(NC(=O)c2ccccc2)sc(C)c1C do in these assays?
TDP1 block: 4%; N370S GC: 1%; TDP1 cell noCPT: -8%

How did O=C(CSCc1ccccc1)N1CCN(c2cccc(C(F)(F)F)c2)CC1 do in these assays?
TDP1 block: 3%; N370S GC: 22%; TDP1 cell noCPT: inconclusive

What do the screens show for `COc1cc(C(=O)N/N=C\c2ccccc2)c([N+](=O)[O-])c(OC)c1OC`?
TDP1 block: -2%; N370S GC: 6%; TDP1 cell noCPT: -19%

Results for CCC(=O)Nc1nc2nc(C)cc(=O)n2[nH]1 ?
TDP1 block: 0%; N370S GC: -2%; TDP1 cell noCPT: 5%

How did CC(C)(C)c1ccc(Oc2ccc(NC(=O)c3cccs3)cn2)cc1 do in these assays?
TDP1 block: 4%; N370S GC: 2%; TDP1 cell noCPT: inconclusive

What do the screens show for `COc1ccc(NC(=O)C2CCN(c3cc(-c4ccccc4)nc4ncnn34)CC2)cc1OC`?
TDP1 block: 4%; N370S GC: 5%; TDP1 cell noCPT: 23µM*

Results for COc1ccc(NC(=O)COC(=O)[C@@H]2CCCN2S(=O)(=O)c2ccccc2F)c(OC)c1 ?
TDP1 block: 8%; N370S GC: inconclusive; TDP1 cell noCPT: 3%

How did CCOC(=O)C1CCCN(c2nc3c(S(=O)(=O)c4ccc(CC)cc4)nnn3c3ccsc23)C1 (configuration not stated) do in these assays?
TDP1 block: -5%; TDP1 cell noCPT: inconclusive

How did O=C(CSc1ccc(-c2ccco2)nn1)NCc1ccc2c(c1)OCO2 do in these assays?
TDP1 block: inconclusive; N370S GC: 6%; TDP1 cell noCPT: -1%

How did O=c1c(-c2ccc3c(c2)OCCO3)coc2cc(O)cc(O)c12 do in these assays?
TDP1 block: 1%; N370S GC: -20%; TDP1 cell noCPT: inconclusive

Results for Cc1ccc(S(=O)(=O)N2CCC(=O)N(C(CO)C(C)C)CC2)cc1 (configuration not stated) ?
TDP1 block: -7%; N370S GC: 12%; TDP1 cell noCPT: -5%

Results for CCN(CC)c1ccc(CN(C(=O)c2cc(=O)c3ccccc3o2)C2CCS(=O)(=O)C2)cc1 (configuration not stated) ?
TDP1 block: 4%; TDP1 cell noCPT: inconclusive

What do the screens show for `CC1Oc2ccccc2N(Cc2ccc(F)cc2)C1=O` (configuration not stated)?
N370S GC: -1%; TDP1 cell noCPT: 22%

Results for CCOc1ccc(-c2nnc(SCC(=O)Nc3cc(C)on3)o2)cc1 ?
TDP1 block: 6%; N370S GC: -3%; TDP1 cell noCPT: inconclusive

Results for CCOc1ccc(C(=S)N2CCOCC2)cc1OCC ?
TDP1 block: 0%; N370S GC: 0%; TDP1 cell noCPT: -7%

What do the screens show for `O=c1c2c(n3cnnc3n1-c1ccccc1)-c1ccccc1CC21CCCCC1`?
TDP1 block: 0%; N370S GC: 10%; TDP1 cell noCPT: inconclusive

How did Cc1ccc(-c2noc(CCCC(=O)N3CCOCC3)n2)cc1 do in these assays?
TDP1 block: 0%; N370S GC: -1%; TDP1 cell noCPT: -29%

How did O=C(CCSc1nc(-c2ccco2)cc(C(F)(F)F)n1)Nc1cccc(O)c1 do in these assays?
TDP1 block: 4%; TDP1 cell noCPT: inconclusive

Results for COc1ccccc1NC(=O)c1cc2c(CO)cnc(C)c2oc1=Nc1ccccc1 ?
N370S GC: -1%; TDP1 cell noCPT: 8.2µM*

What do the screens show for `CC(C)OC(=O)Nc1ccc2c(c1)N(C(=O)CCN1CCOCC1)c1ccccc1CC2`?
TDP1 block: 2%; N370S GC: -9%; TDP1 cell noCPT: inconclusive

What do the screens show for `CCCCN(CC)CCNC(=O)c1cc2c(-c3ccc(Cl)cc3)nn(C)c2s1`?
TDP1 block: 0%; N370S GC: inconclusive; TDP1 cell noCPT: inconclusive

What do the screens show for `Cc1noc(C)c1NC(=O)N(C)C[C@H]1Oc2ccc(NC(=O)Nc3ccc(C(F)(F)F)cc3)cc2C(=O)N([C@H](C)CO)C[C@@H]1C`?
TDP1 block: -1%; TDP1 cell noCPT: -4%

Results for CCOC(=O)C1CCN(C(=O)COc2ccc(Br)cc2)CC1 ?
TDP1 block: 2%; N370S GC: -29%; TDP1 cell noCPT: -9%

Results for N#C/C(=C/c1ccccc1[N+](=O)[O-])c1nc(C2CC2)cs1 ?
TDP1 block: 6%; N370S GC: -2%; TDP1 cell noCPT: -119%

How did COc1ccc(C(=O)CCC(C)(C)[N+](=O)[O-])cc1 do in these assays?
TDP1 block: 0%; N370S GC: 4%; TDP1 cell noCPT: 5%

What do the screens show for `CC(C)Oc1ccc(Nc2ncnc3ccccc23)cc1`?
TDP1 block: 3%; N370S GC: -8%; TDP1 cell noCPT: inconclusive

Results for O=c1c2cc(NC(=S)NCCN3CCCCCC3)ccc2nc2n1CCCCC2 ?
TDP1 block: 3%; N370S GC: -11%; TDP1 cell noCPT: 2%

Results for O=C1NC2(CCOc3ccccc32)C(=O)N1CC(=O)N(Cc1ccccc1)C1CCS(=O)(=O)C1 (configuration not stated) ?
TDP1 block: 5%; N370S GC: 4%; TDP1 cell noCPT: -6%

How did O=c1cc(CN2CCN(S(=O)(=O)c3ccc(Cl)cc3)CC2)nc2sc(-c3ccccc3F)nn12 do in these assays?
TDP1 block: 5%; TDP1 cell noCPT: -21%

How did COC(=O)c1ccccc1NC(=O)CSc1nncn1-c1cccnc1 do in these assays?
TDP1 block: 0%; N370S GC: -15%; TDP1 cell noCPT: 0%

Results for COc1ccc(OCCN2CCN(C(=O)c3ccc(OC)c(OC)c3)CC2)cc1 ?
TDP1 block: 4%[0.0935 µM]; N370S GC: 0%; TDP1 cell noCPT: -34%

Results for O=C(O)CCN(CC(=O)c1ccc(Cl)cc1)S(=O)(=O)c1ccc([N+](=O)[O-])cc1 ?
TDP1 block: 1%; N370S GC: -12%; TDP1 cell noCPT: 1%

Results for Cc1ccc(N2CC(C(=O)OCC(=O)c3ccc[nH]3)CC2=O)cc1 (configuration not stated) ?
TDP1 block: -8%[0.505 µM]; N370S GC: -3%; TDP1 cell noCPT: 6%

How did CCOC(=O)CSc1nc(C)cc(=O)[nH]1 do in these assays?
TDP1 block: 6%; N370S GC: 7%; TDP1 cell noCPT: -1%

What do the screens show for `COc1ccc(N2CCN(CCNC(=O)Nc3cc(Cl)ccc3Cl)CC2)cc1`?
N370S GC: -14%; TDP1 cell noCPT: -3%

Results for COC(=O)Cc1c(C)c2ccc(OCC(=O)c3ccc(OC)c(OC)c3)cc2oc1=O ?
N370S GC: -8%; TDP1 cell noCPT: -24%

How did CCCCNc1ccc2oc(-c3ccc(OC)cc3)c(-c3ccc(OC)c(F)c3)c2c1 do in these assays?
TDP1 block: 3%; TDP1 cell noCPT: inconclusive

What do the screens show for `CCOC(=O)c1ccc(NC(=O)Nc2cccc(OCc3cc(=O)n4ccc(C)cc4n3)c2)cc1`?
TDP1 block: 5%; TDP1 cell noCPT: inconclusive

How did Cc1cc(C(=O)OCC(=O)N2CCc3ccccc32)ccc1[N+](=O)[O-] do in these assays?
TDP1 block: -1%; TDP1 cell noCPT: -15%

Results for CCOC(=O)CN(C(=O)CSc1nnc2c(n1)[nH]c1ccccc12)c1ccccc1 ?
TDP1 block: 2%; N370S GC: 5%; TDP1 cell noCPT: inconclusive

How did Cc1cc(SCC(=O)Nc2ccccc2)n2ncc(-c3ccccc3)c2n1 do in these assays?
TDP1 block: 0%; N370S GC: -3%; TDP1 cell noCPT: -56%

How did COc1ccc(CNC(=O)Cn2c(=O)ccc3cc(S(=O)(=O)N4CCCC4)ccc32)cc1 do in these assays?
TDP1 block: 2%; TDP1 cell noCPT: -24%

Results for Fc1ccc(COc2ccccc2C(=S)N2CCCC2)cc1 ?
TDP1 block: -3%; N370S GC: -1%; TDP1 cell noCPT: inconclusive

Results for Cn1c(SCC(=O)NC2CCCC2)nnc1-c1ccncc1 ?
TDP1 block: -4%; N370S GC: 10%; TDP1 cell noCPT: -1%

What do the screens show for `Cc1ccc(CCN2CC(C(=O)NCCc3ccccc3)CC2=O)cc1` (configuration not stated)?
TDP1 block: 0%; N370S GC: -4%; TDP1 cell noCPT: -19%

Results for Cc1ccc(CN2CCN(Cc3cccn3-c3ccccn3)CC2CCO)cc1 (configuration not stated) ?
TDP1 block: 3%; N370S GC: 1%; TDP1 cell noCPT: inconclusive

Results for CC(C)CN(C(=O)COC(=O)/C=C/c1ccccc1)C1CCS(=O)(=O)C1 (configuration not stated) ?
TDP1 block: -1%; TDP1 cell noCPT: 2%

Random excerpt: seven compounds from above, in no set order.
What do the screens show for `CCc1cccc(C)c1NC(=O)Cn1c(=O)n(-c2cccc(C)c2)c(=O)c2c1c1cc(C)ccc1n2C`?
TDP1 block: 3%; TDP1 cell noCPT: -13%

How did O=C(CSc1ccc(-c2ccco2)nn1)NCc1ccc2c(c1)OCO2 do in these assays?
TDP1 block: inconclusive; N370S GC: 6%; TDP1 cell noCPT: -1%

How did Cc1cc(SCC(=O)Nc2ccccc2)n2ncc(-c3ccccc3)c2n1 do in these assays?
TDP1 block: 0%; N370S GC: -3%; TDP1 cell noCPT: -56%

Results for CCOc1ccc(C(=S)N2CCOCC2)cc1OCC ?
TDP1 block: 0%; N370S GC: 0%; TDP1 cell noCPT: -7%

How did Cc1ccc(C(=O)n2nc(C)c(S(=O)(=O)N3CCOCC3)c2C)cc1C do in these assays?
TDP1 block: 1%; TDP1 cell noCPT: inconclusive

How did CC(C)(C)c1ccc(Oc2ccc(NC(=O)c3cccs3)cn2)cc1 do in these assays?
TDP1 block: 4%; N370S GC: 2%; TDP1 cell noCPT: inconclusive

How did CN(Cc1ccccc1)C(=O)c1cccc(NC(=O)C2CCCN(C(=O)OC(C)(C)C)C2)c1 (configuration not stated) do in these assays?
TDP1 block: 1%; TDP1 cell noCPT: 16µM*

Screening data as filed in PubChem BioAssay.
